# From PubChem BioAssay
# LDHA block: blocks human lactate dehydrogenase A | P00338 | purified LDHA, NADH/diaphorase-resazurin fluorescence; stronger effect = lower value | activity change, % (values are at about 110 or 230 µM) | 480,000 compounds, 0.15% hits; in the data active = activity change below about -30%; inconclusive = mostly about -25% to -30%;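 also: plate controls were DMSO wells for no effect and wells without enzyme for full effect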
#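 Human LDH5 (2 nM) was incubated with 0.06 mM NADH and 0.2 mM pyruvate for 5 min at room temperature in Tris pH 7.4. Remaining NADH was coupled through diaphorase/resazurin, and resorufin fluorescence was read at 0 and 20 min.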
# Vif-APOBEC3F blk: Vif-A3F binding inhibition; AID 602313; 390,000 compounds, 0.2% hits; Potency, µM (series often up to 46.1 µM), for inactives: at the highest dose activity, negative = active; HeLa A3F-eYFP + Vif (tagged APOBEC3F with the HIV-1 protein that degrades it), YFP fluorescence increase; also: potency is read from the fitted curve at half-maximal effect; % of control where 0% means no effect; nearly all actives have a fitted effect of over 65% in size
#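 HeLa cells stably expressing Vif plus C-terminally eYFP-tagged A3F were seeded, incubated overnight at 37 deg C, dosed with compound, incubated overnight again at 37 deg C. Yellow fluorescence (Ex 488/Em 500-530) reported blocked Vif-mediated A3F-eYFP degradation.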
# RXFP1 agonist: agonists of human relaxin receptor RXFP1; Q9HBX9; HEK293T-RXFP1 cAMP TR-FRET, 30 min; response scale: percent of porcine relaxin response, buffer zero; Potency, µM (doses to about 57.5 µM), without a hit: top-dose activation, hits mostly activators; 370,000 compounds, 0.3% hits; AID 2676; also: potency is read from the fitted curve at half-maximal effect; % is scaled to controls: 0 for no effect and ±100 for the full control effect; nearly all actives have a fitted effect of over 60% in size; many of its hits are not listed in these tables
#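 cAMP rise read by TR-FRET after 30 min, 37C compound exposure (up to 58 uM) in RXFP1-transfected HEK293 cells with Ro 20174 present. EC50 from Hill-equation fits, with 29 nM porcine relaxin as 100% and buffer as basal.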
# D1 antag: human D1 dopamine receptor antagonism | P21728 | HEK293 TREx D1 cells, calcium flux, dopamine EC80; stronger effect = lower value | activity change, negative = inhibition, % at 10 µM | 360,000 compounds, 3.2% hits | AID 504652; in the data active = activity change below about -30%; also: % is scaled to controls: 0 for no effect and ±100 for the full control effect
# Target sequence (P21728 whole entry, looked up): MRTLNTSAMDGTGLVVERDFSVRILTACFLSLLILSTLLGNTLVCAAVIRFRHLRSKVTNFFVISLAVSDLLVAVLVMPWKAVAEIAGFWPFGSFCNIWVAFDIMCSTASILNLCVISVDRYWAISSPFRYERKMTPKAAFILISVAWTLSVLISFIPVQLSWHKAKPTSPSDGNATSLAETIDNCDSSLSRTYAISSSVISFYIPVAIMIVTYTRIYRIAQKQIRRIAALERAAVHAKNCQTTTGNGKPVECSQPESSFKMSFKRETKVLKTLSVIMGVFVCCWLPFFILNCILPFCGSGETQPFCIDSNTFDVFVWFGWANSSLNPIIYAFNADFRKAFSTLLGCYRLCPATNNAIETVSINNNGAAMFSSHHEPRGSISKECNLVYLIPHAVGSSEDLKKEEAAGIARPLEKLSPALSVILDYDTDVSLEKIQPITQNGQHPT
#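 Tetracycline-induced HEK293 T-REx cells with force-coupled D1 receptor were loaded with a no-wash calcium dye. Compound was added after a 10 s baseline and read kinetically for 180 s; EC80 dopamine was then added and calcium flux followed another 180 s.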
# D1 PAM: potentiators of human D1 dopamine receptor; 360,000 compounds, 0.036% hits; potentiation, % at 10 µM; AID 504651; HEK293 TREx D1 cells, calcium flux, dopamine EC20 potentiation; in the data active = potentiation above about 30%; also: 0% is about no effect
# Vif-APOBEC3G blk: inhibitors of Vif-APOBEC3G interaction; 410,000 compounds, 0.076% hits; Q9HC16; HeLa A3G-eYFP + Vif (tagged APOBEC3G with the HIV-1 protein that degrades it), YFP fluorescence, overnight; Potency, µM (series often up to 46.1 µM), for the others: at the top dose activity, negative = active, most hits filed as inhibitors;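 also: potency is read from the fitted curve at half-maximal effect; % is scaled to controls: 0 for no effect and ±100 for the full control effect; nearly all actives have a fitted effect of over 60% in size; hits raise eYFP signal because A3G escapes Vif-driven loss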
#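 Read-out is eYFP fluorescence (Ex 488/Em 500-530) from Vif-expressing HeLa A3G-eYFP cells; more signal means A3G escaped Vif-mediated degradation. Cells plated overnight, compound pinned in, incubated overnight at 37 deg C.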
# D2 PAM: D2 dopamine receptor (human) potentiation. P14416. AID 485347. 340,000 compounds, 0.34% hits. potentiation, % at 10 µM. HEK293 T-REx D2, calcium flux, EC20 dopamine potentiation;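 active = potentiation over 3 SD above the plate norm, cut at about 30% in these data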; also: 0% is about no effect
# Target sequence (P14416 whole entry, looked up): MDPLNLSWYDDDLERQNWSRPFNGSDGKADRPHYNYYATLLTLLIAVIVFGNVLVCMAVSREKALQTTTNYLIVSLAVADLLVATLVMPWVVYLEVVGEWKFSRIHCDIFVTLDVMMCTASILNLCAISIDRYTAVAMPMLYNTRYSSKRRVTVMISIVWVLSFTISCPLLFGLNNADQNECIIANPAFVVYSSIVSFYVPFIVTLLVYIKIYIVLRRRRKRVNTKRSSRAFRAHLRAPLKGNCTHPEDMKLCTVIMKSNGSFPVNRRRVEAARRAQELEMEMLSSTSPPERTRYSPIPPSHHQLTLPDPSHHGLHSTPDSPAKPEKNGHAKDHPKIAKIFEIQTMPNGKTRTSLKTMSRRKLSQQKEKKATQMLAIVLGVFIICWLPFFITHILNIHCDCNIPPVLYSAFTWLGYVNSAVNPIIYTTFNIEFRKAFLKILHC
#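 Primary screen. Calcium kinetics in induced HEK293 T-REx D2 cells: compound pre-addition 180 s, EC20 dopamine, 180 s more.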
# GRP78 ERSR act: ER stress response induction in glioma. U87-MG GRP78 promoter luciferase reporter, 16 h. Potency, µM, without a hit: top-dose activation, hits mostly activators. 420,000 compounds, 0.02% hits; also: potency is read from the fitted curve at half-maximal effect; series mostly up to about 76 µM; % of control where 0% means no effect; nearly all actives have a fitted effect of over 35% in size
#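 Stably transfected U87-MG glioma cells carrying a GRP78-based luciferase sensor; 16 h compound incubation. Luminescence end-point read 10 min after Bright-Glo addition at room temperature.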
# D1 ag: human D1 receptor agonism | 360,000 compounds, 1% hits | P21728 | activation, % at 2 µM | HEK293 T-REx D1 cells, calcium flux, agonist mode; in the data active = activation above about 30%; also: 0% is about no effect
#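 Inducible HEK293 T-REx D1 cells, force-coupled to calcium signalling, were plated at 4000 cells/well with tetracycline and held overnight at 30 C. After no-wash calcium dye loading, compound-evoked calcium rise over 180 s flagged agonists.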
# * hit, by the source's call; ? = inconclusive; . = not tested or not shown; & = joins results of further samples. Unless noted, calls follow the shape of the dose curve; as a rule, active = well fitted curve in the direction sought with a large enough effect; inconclusive = small, poorly fitted or top-dose-only effect, or another doubt; inactive = no such curve, though single readings can be large; an effect the other way counts as inactive or inconclusive. This is a subset. The share of hits here may be higher or lower than overall.
[1] Cc1cccc(NC(=O)NC2CCCCCCC2)c1C
[2] N#Cc1c(NC(=O)c2ccc(Br)o2)n(-c2ccccc2)c2nc3ccccc3nc12
[3] COc1cc(/C=N/N2CCN(c3ccccc3OC)CC2)ccc1O
[4] COc1ccc(NC(=O)c2c(NC(=O)c3cccc(C)c3)sc3c2CCC3)cc1
[5] O=C(C1CCCN(S(=O)(=O)c2cccs2)C1)N1CCC(N2CCCCC2)CC1 (stereo not drawn)
[6] O=C(COCc1cc(-c2ccc(F)cc2)on1)Nc1cc(Cl)cc(Cl)c1
[7] CCOc1ccc(CNC(=O)CSc2nnc(C)c3c(C)n(-c4ccc(Cl)cc4)nc23)cc1
[8] Cc1cnc(NC(=O)c2ccc(-c3nc4ccccc4s3)o2)s1
[9] CCSC1=N/C(=C\c2ccc(C)s2)C(=O)S1
[10] CCc1ccccc1NC(=O)c1cc(S(=O)(=O)N2CCc3ccccc32)ccc1F
Compound,1,2,3,4,5,6,7,8,9,10
D1 PAM,-10,-5,-1,-2,1,-4,1,0,14,1
LDHA block,0,-1,6,-2,-11,2,3,-7,0,-2
D2 PAM,-3,0,4,-8,2,-2,-5,-3,2,9
Vif-APOBEC3G blk,-4%,?,0%,-1%,-2%,4%,-1%,-1%,-4%,1%
Vif-APOBEC3F blk,1%,?,1%,-14%,-9%,-3%,?,-6%,7%,-5%
D1 ag,1,5,2,3,-2,22,2,0,3,1
RXFP1 agonist,-2.7%,13%,-0.1%,1.9%,0.2%,5.5%,?,-0.9%,-1.1%,4.5%
D1 antag,-2,-3,4,-8,6,-9,7,-3,24,-4
GRP78 ERSR act,-5%,0%,9%,-3%,-2%,-4%,-3%,-1%,-3%,2%

# Record cards, from the list above. Order of screens: D1 PAM | LDHA block | D2 PAM | Vif-APOBEC3G blk | Vif-APOBEC3F blk | D1 ag | RXFP1 agonist | D1 antag | GRP78 ERSR act
# CCOc1ccc(CNC(=O)CSc2nnc(C)c3c(C)n(-c4ccc(Cl)cc4)nc23)cc1 across the screens: 1 | 3 | -5 | -1% | ? | 2 | ? | 7 | -3%
# CCSC1=N/C(=C\c2ccc(C)s2)C(=O)S1 across the screens: 14 | 0 | 2 | -4% | 7% | 3 | -1.1% | 24 | -3%
# COc1ccc(NC(=O)c2c(NC(=O)c3cccc(C)c3)sc3c2CCC3)cc1 across the screens: -2 | -2 | -8 | -1% | -14% | 3 | 1.9% | -8 | -3%
# O=C(COCc1cc(-c2ccc(F)cc2)on1)Nc1cc(Cl)cc(Cl)c1 across the screens: -4 | 2 | -2 | 4% | -3% | 22 | 5.5% | -9 | -4%

# Additional entries follow.
[11] O=C(NCC(=O)N1CCOCC1)c1ccc(Cl)cc1
[12] CC(C)(C)NC(=O)C(OC(=O)c1ccco1)c1ccccc1F (stereo not drawn)
[13] Cc1ccc(NC(=O)C(=O)c2cc(C)n(-c3ccc(F)cc3)c2C)cc1C
[14] CC1=C(C#N)C(c2ccccc2)C2=C(N1)c1ccccc1C2=O (stereo not drawn)
[15] Cc1ccc(S(=O)(=O)N2CCC[C@H]2C(=O)OCC(=O)N2c3ccccc3NC(=O)C2(C)C)cc1
[16] COc1ccccc1-c1noc(CCCC(=O)Nc2cccc(C(F)(F)F)c2)n1
[17] CC(=O)c1ccc2noc(-c3cccc(C)c3)c2c1
[18] O=C(COC(=O)c1ccc([N+](=O)[O-])s1)NNC(=O)c1ccccc1
[19] CC(C)C[C@H]1CNC(=S)N1CC1CCN(CCCC2CCCC2)CC1
[20] Cc1ccc(NC(=O)CN2CCC(NC(=O)Cc3ccccc3)CC2)c(C)c1
Compound,11,12,13,14,15,16,17,18,19,20
D1 PAM,-4,-3,-3,-7,.,-2,-2,.,.,0
LDHA block,-12,-2,-1,-1,-1,3,-4,1,-6,-5
D2 PAM,.,.,-5,-2,.,-11,-1,.,.,-8
Vif-APOBEC3G blk,4%,-3%,4%,?,-1%,8%,0%,-1%,1%,10%
Vif-APOBEC3F blk,2%,-8%,3%,-15%,0%,0%,4%,-8%,9%,1%
D1 ag,2,-1,0,0,.,2,5,.,.,0
RXFP1 agonist,1.2%,-0.5%,-3.7%,0.1%,.,0.7%,-0.6%,.,.,-0.1%
D1 antag,-3,-38*,-10,-5,.,-19,-14,.,.,3
GRP78 ERSR act,0%,-6%,-2%,-7%,-6%,-4%,2%,0%,-1%,1%

[21] Cc1ccc(C)c(S(=O)(=O)N(C)c2ccc(OC(=O)C3CCN(C(=O)c4ccc(F)cc4)CC3)cc2)c1
[22] c1ccc(CSc2nnc(NC3CCCCC3)s2)cc1
[23] Cc1cc(C(=O)NCc2cccnc2)n(-c2ccccc2)n1
[24] Cc1occc1C(=O)NNC(=O)C1CCCCC1
[25] Cc1cccc(C)c1NC(=O)CN(C)C(=O)C1=COCCO1
[26] c1coc(CSCc2cn3cccnc3n2)c1
[27] COc1cc(/C=N/NC(=O)C(C)Nc2n[nH]c(=O)[nH]c2=O)ccc1O (stereo not drawn)
[28] O=C(CSc1nc(-c2ccc(F)cc2)[nH]c1-c1ccc(F)cc1)Nc1ccc2c(c1)OCCO2
[29] COc1ccc(/C=N/n2cnnc2SCc2ccc(OC)cc2)cc1
[30] COc1ccc(CCNC(=O)C2CC(c3cc(C(F)(F)F)cc(C(F)(F)F)c3)=NO2)cc1 (stereo not drawn)
Compound,21,22,23,24,25,26,27,28,29,30
D1 PAM,.,.,-5,0,.,-2,-1,1,-2,-3
LDHA block,-7,-14,-1,-6,-3,-7,-6,-3,-7,3
D2 PAM,.,.,-5,5,7,1,.,-21,1,17
Vif-APOBEC3G blk,-7%,-4%,1%,-1%,1%,1%,-1%,-5%,3%,4%
Vif-APOBEC3F blk,-5%,3%,-1%,-3%,0%,0%,11%,3%,-2%,-2%
D1 ag,.,.,2,2,7,3,2,5,2,10
RXFP1 agonist,.,.,0.0%,3.7%,-0.4%,1.2%,-1.2%,1.8%,-0.7%,-1.3%
D1 antag,.,.,6,-4,-1,1,-3,-24,-7,35
GRP78 ERSR act,4%,-6%,-3%,-3%,-3%,1%,-3%,-8%,0%,-5%

[31] O=C(O)c1cc(-c2ccco2)nc2cc3ccccc3cc12
[32] c1ccc(-c2cnnc(SCc3cn4cccnc4n3)n2)cc1
[33] COc1ccc2c(c1)c1c(c(=O)n(Cc3ccccc3)c(=O)n1CC(=O)Nc1c(C)cccc1C)n2C
[34] CCOc1ccc(Cl)cc1C1=CC(=O)C[C@H](c2ccc(OC)cc2)C1
[35] CCC[C@@H](CN1CCC[C@H]1CN1C(N)=NC[C@@H]1Cc1ccccc1)N1C[C@@H]([C@H](C)CC)N(CCCC2CCCC2)C1=N
[36] CCc1ccccc1NC(=S)N(Cc1cccc(C)c1)c1cccnc1
[37] CC(C)(C)c1ccc(Oc2ccc(N)cc2)cc1
[38] COc1ccc2c(C)cc(SCC(=O)NCC3CCCO3)nc2c1 (stereo not drawn)
[39] CCCCC(=O)Nc1ccc(NC(=O)c2cc(OC)c(OC)c(OC)c2)cn1
[40] O=C(C[n+]1cccc(NC(=O)c2ccccc2)c1)c1cccc([N+](=O)[O-])c1
Compound,31,32,33,34,35,36,37,38,39,40
D1 PAM,-4,-4,-3,-4,.,1,-2,2,1,5
LDHA block,5,-1,-1,0,3,0,2,-2,2,-5
D2 PAM,-2,-6,-14,1,.,-4,5,20,3,-9
Vif-APOBEC3G blk,-1%,0%,-1%,-18%,-2%,0%,-8%,-13%,0%,-3%
Vif-APOBEC3F blk,-8%,-4%,-14%,-5%,5%,4%,-11%,1%,5%,8%
D1 ag,3,0,3,12,.,5,6,1,0,6
RXFP1 agonist,0.8%,11%,21%,0.9%,.,-1.7%,1.1%,17%,0.5%,2.7%
D1 antag,-5,-8,-11,.,.,14,2,-21,-9,2
GRP78 ERSR act,3%,-3%,-2%,-6%,-5%,-5%,-12%,-3%,0%,-2%

[41] CSc1nc(C)cc(OCNC(=O)c2cccs2)n1
[42] Cc1ccnc(NC(=O)c2ccc3c(c2)C(=O)N(CC(C)C)C3=O)c1
[43] Cn1c(C(=O)NCc2cccc(F)c2)cc2cc(S(=O)(=O)N3CCCCC3)ccc21
[44] Cc1nn(C(=O)c2cccnc2)c(C)c1Sc1ccc(Br)cc1
[45] Cc1ccc(-n2nnnc2-c2cnn(-c3ccc(F)cc3)c2C(F)(F)F)cc1
[46] CC(Oc1ccc2c3c(c(=O)oc2c1)CCCC3)C(=O)NCC(O)c1ccccc1 (stereo not drawn)
[47] O=C1NCC2=C1C(c1ccccc1)Nc1ccccc1N2 (stereo not drawn)
[48] O=C(Cn1c(=O)oc2cc(S(=O)(=O)N3CCCCC3)ccc21)NCc1ccc(F)cc1
[49] CCOC(=O)c1cc([N+](=O)[O-])sc1NC(=O)CC
[50] COc1ccc(CC(=O)N2CCC(c3ccccc3)C2)cc1 (stereo not drawn)
[51] CSc1ncccc1C(=O)Nc1ccc(S(=O)(=O)NC2=NCCCCC2)cc1
[52] Cc1ccc(-c2n[nH]c(=O)c3ccccc23)cc1S(=O)(=O)N(C)C
[53] Cc1cc2oc(C(=O)N(Cc3ccc(N(C)C)cc3)Cc3ccco3)c(C)c2cc1Cl
Compound,41,42,43,44,45,46,47,48,49,50,51,52,53
D1 PAM,-1,1,-1,-2,0,7,-3,-4,-5,-8,-4,-4,-1
LDHA block,-6,-4,1,2,-3,2,21,3,-1,0,-2,-3&10,-2
D2 PAM,7,-1,-3,.,1,11,30,9,1,.,-1,1,-10
Vif-APOBEC3G blk,0%,-10%,3%,1%,-4%,-2%,0%,1%,-3%,-2%,-10%,1%,.
Vif-APOBEC3F blk,0%,1%,0%,-12%,.,-3%,3%,3%,11%,-2%,-6%,3%,.
D1 ag,2,0,4,2,8,0,2,41*,1,1,3,2,-2
RXFP1 agonist,0.8%,2.0%,6.1%,0.7%,-2.2%,-1.7%,1.2%,0.0%,4.4%,0.1%,0.5%,-0.1%,-0.3%
D1 antag,3,-3,-54*,-1,-2,10,1,-37*,-2,-14,-54*,-2,-5
GRP78 ERSR act,-4%,7%,-2%,-2%,-7%,-5%,5%,1%,-2%,3%,-1%,0%,.
